# NPSR antag = qHTS Assay for Antagonists of the Neuropeptide S Receptor: cAMP Signal Transduction | CHO-NPSR cells, cAMP TR-FRET, antagonist mode | Q6W5P4 | hit rate 1% among 220,000 | Potency, µM (highest dose often 38.3 µM), for inactives: top-dose activity change, negative = inhibition, usual class: inhibitors; also: potency is read from the fitted curve at half-maximal effect; % is scaled to controls: 0 for no effect and ±100 for the full control effect; nearly all actives have a fitted effect of over 50% in size; many of its hits are not listed in these tables
# Target sequence (Q6W5P4 whole entry, looked up): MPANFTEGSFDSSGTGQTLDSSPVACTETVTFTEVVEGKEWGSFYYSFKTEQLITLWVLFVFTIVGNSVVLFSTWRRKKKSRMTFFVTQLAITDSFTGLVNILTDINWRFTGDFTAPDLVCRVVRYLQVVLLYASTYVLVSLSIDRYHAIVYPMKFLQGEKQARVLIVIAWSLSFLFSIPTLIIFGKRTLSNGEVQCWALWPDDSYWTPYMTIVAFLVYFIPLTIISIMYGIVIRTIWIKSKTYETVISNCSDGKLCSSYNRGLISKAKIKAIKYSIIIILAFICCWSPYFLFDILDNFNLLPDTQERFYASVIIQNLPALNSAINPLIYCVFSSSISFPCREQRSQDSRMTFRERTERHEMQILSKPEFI
# TRb SRC2 PPI = qHTS for Inhibitors of the Interaction of Thyroid Hormone Receptor and Steroid Receptor Coregulator 2 | hit rate 0.065% among 280,000 | TRbeta-SRC2 peptide binding, fluorescence polarization; receptor liganded with 1 µM T3 | Thyroid hormone receptor beta (Homo sapiens), P10828 | Potency, µM (doses to about 106 µM), for inactives: top-dose activity change, negative = inhibition, hits mostly inhibitors;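 also: potency is read from the fitted curve at half-maximal effect; plate controls were bound peptide for no effect and peptide without receptor for full effect; nearly all actives have a fitted effect of over 50% in size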
# Target sequence (P10828 whole entry, looked up): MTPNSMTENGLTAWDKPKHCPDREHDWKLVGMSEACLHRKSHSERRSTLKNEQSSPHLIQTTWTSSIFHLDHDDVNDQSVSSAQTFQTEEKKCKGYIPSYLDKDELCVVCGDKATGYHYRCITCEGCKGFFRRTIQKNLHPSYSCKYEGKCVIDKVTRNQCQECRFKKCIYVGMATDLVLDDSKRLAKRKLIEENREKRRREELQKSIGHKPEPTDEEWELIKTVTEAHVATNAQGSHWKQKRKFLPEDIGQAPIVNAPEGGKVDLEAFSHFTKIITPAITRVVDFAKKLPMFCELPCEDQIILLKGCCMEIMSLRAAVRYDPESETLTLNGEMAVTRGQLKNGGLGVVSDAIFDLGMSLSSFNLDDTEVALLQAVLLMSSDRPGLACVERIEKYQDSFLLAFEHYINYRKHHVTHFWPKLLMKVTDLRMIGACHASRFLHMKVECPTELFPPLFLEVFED
#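 Read-out is fluorescence polarization (555 nm excitation, 632 nm emission) of a Texas Red SRC2 coactivator peptide; loss of signal reflects blocked binding to human TRb ligand-binding domain in the presence of 1 uM T3.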
# CBFb RUNX1 block = qHTS Assay for Compounds Blocking the Interaction Between CBF-beta and RUNX1 for the Treatment of Acute Myeloid Leukemia; Runt-related transcription factor 1 (Homo sapiens) + Core-binding factor subunit beta …; AlphaScreen CBFb-His/RUNX1-biotin binding, biochemical; Potency, µM (titrated, usually from 59.8 µM), for inactives: top-dose activity, negative = inhibition, hits mostly inhibitors; 230,000 tested, under 10 active; also: % of control where 0% means no effect
#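 Proteins preincubated together for 20 min at RT before compound addition; 15 min later, nickel and streptavidin beads were added and left 90 min prior to AlphaScreen measurement.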
# Epigenetic derep = Quantitative High-Throughput Screen for Regulators of Epigenetic Control. murine LDR cells, GFP reporter derepression, 30 h. AID 1865, 2009. hit rate 0.2% among 280,000. Potency, µM (series often up to 53.9 µM), without a hit: at the top dose GFP activation, most hits filed as activators; also: potency is read from the fitted curve at half-maximal effect; % of control where 0% means no effect; nearly all actives have a fitted effect of over 60% in size
#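 Derepression of a silenced CMV-GFP reporter in murine LDR cells is scored by enumerating GFP-positive cells with a laser-scanning microplate cytometer after 30 hours of treatment at 37 C.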
# Tau fluor counter = Counterscreen qHTS for Inhibitors of Tau Fibril Formation, Fluorescence Polarization | Potency, µM (titrated, usually from 57.7 µM), inactives show at the top dose activity change, negative = decrease | AID 1463, 2008 | tau K18 P301L Alexa594 fluorescence, heparin fibrillization | hit rate 0.93% among 280,000; also: potency is read from the fitted curve at half-maximal effect; % is scaled to controls: 0 for no effect and ±100 for the full control effect; nearly all actives have a fitted effect of over 55% in size
#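 Human K18 P301L tau (15 uM unlabeled plus 0.24 uM Alexa 594-labeled, final) in 100 mM sodium acetate pH 7 was mixed with compound and 20 uM heparin and incubated 6 hr at 37 C.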
# TR SRC2 fluor cs = Total Fluorescence Counterscreen for Inhibitors of the Interaction of Thyroid Hormone Receptor and Steroid Receptor Coregulator 2; AID 1479, 2009; hit rate 0.29% among 280,000; TRb/SRC2 Texas Red total fluorescence interference; Potency, µM (series often up to 106 µM), inactives show at the highest dose fluorescence change, negative = quenching; active = well fitted curve in either direction with a large enough effect; inconclusive = small, poorly fitted or top-dose-only effect; also: potency is read from the fitted curve at half-maximal effect; % is scaled to controls: 0 for no effect and ±100 for the full control effect
#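 Human TRβ ligand-binding domain (0.6 uM) and Texas Red SRC2 peptide (20 nM) in Tris buffer with 1 uM T3 and 5% DMSO were incubated with pinned compound for 5 hr at ambient temperature. Total fluorescence was computed as S + 2P (555/632 nm).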
# aGal spleen mod = qHTS Assay for Inhibitors and Activators of Human alpha-Galactosidase From Spleen Homogenate; Alpha-galactosidase A (Homo sapiens), P06280; human spleen homogenate, 4MU-alpha-Gal fluorescence, 40 min; Potency, µM (doses to about 80 µM), for inactives: at the highest dose activity change, negative = inhibition, actives largely listed as inhibitors; hit rate 0.008% among 240,000;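 also: potency is read from the fitted curve at half-maximal effect; 0% = enzyme with vehicle and -100% = no enzyme basal signal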
#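 Human spleen homogenate (1 ug) as enzyme source, 4-methylumbelliferyl-alpha-D-galactopyranoside 1 mM final, citrate/phosphate pH 5.0 with 0.01% Tween-20. Compounds 40 min at 37C, NaOH/glycine stop; fluorescence Ex 365/Em 440, Hill-fit AC50.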
# Tau fibril FP = qHTS for Inhibitors of Tau Fibril Formation, Fluorescence Polarization; Microtubule-associated protein tau (Homo sapiens), P10636; K18 P301L tau heparin fibrillization, Alexa594 FP, 6 h; Potency, µM (series often up to 57.7 µM), for inactives: at the top dose activity, negative = inhibition, actives largely listed as inhibitors; hit rate 0.39% among 280,000; AID 1468, 2008; also: potency is read from the fitted curve at half-maximal effect; % is scaled to controls: 0 for no effect and ±100 for the full control effect; nearly all actives have a fitted effect of over 55% in size
# Target sequence (P10636 561-689 P618L limits assumed): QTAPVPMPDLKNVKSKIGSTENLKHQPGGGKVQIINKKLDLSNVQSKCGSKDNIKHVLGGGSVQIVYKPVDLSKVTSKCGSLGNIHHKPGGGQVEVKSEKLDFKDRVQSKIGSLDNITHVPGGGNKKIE
#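 Heparin (20 uM) drove fibril formation of recombinant tau K18 P301L, 15 uM unlabeled with 0.24 uM Alexa 594 label, for 6 hr at 37 C in 100 mM sodium acetate pH 7. Fluorescence polarization (555/632 nm) read 1 hr after 30 uM ThT.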
# Numbers without * were called inactive; ? = inconclusive; . = no result given; & = joins results of further samples; [ ] = another dose, or the depositor's remark. Unless noted, calls follow the shape of the dose curve; as a rule, active = well fitted curve in the direction sought with a large enough effect; inconclusive = small, poorly fitted or top-dose-only effect, or another doubt; inactive = no such curve, though single readings can be large; an effect the other way counts as inactive or inconclusive. Some of the compounds tested; count on the stated rates, not on these rows.
SMILES,NPSR antag,TRb SRC2 PPI,CBFb RUNX1 block,Epigenetic derep,Tau fluor counter,TR SRC2 fluor cs,aGal spleen mod,Tau fibril FP
CCOc1ccc(NC(=O)CC2C(=O)N(c3cccc(OC)c3)C(=O)N2C2CCCCC2)cc1 (stereo not given),.,5.1%,.,7.2%,-20.7%,-1.3%,.,0.7%
CSc1nnc(Cn2c(=O)sc3ccccc32)n1C,4.9%[46.1 µM],0.8%,3.2%,-1.0%,3.1%,-2.5%,-2.5%,3.1%
COc1ccc(-n2cc(C(=O)c3ccccc3O)cn2)cc1,-11.4%,1.7%,4.2%,1.7%,-26.3%,-0.6%,3.0%,-11.3%
COc1ccccc1N1CCN(C(=O)c2sc3nc(-c4ccccc4)cn3c2C)CC1,-18.7%[46.1 µM],9.8%,-16.7%,-0.9%,-17.3%,1.5%,-2.3%,7.1%
Cc1cc(C)n2nc(NCc3cccc(Br)c3)nc2n1,-8.0%[46.1 µM],-17.4%,4.0%,1.0%,-4.1%,-2.6%,-3.5%,-14.1%
NC(=O)COn1c(SCC(N)=O)nc2ccccc2c1=O,11.9%,-0.4%,23.3%,-0.4%,-21.7%,-1.7%,-5.1%,0.5%
Cc1cccc(NC(=O)C2CCCN(c3nnc(-n4c(C)ccc4C)s3)C2)c1C (stereo not given),.,8.3%,.,-3.9%,-5.9%,-2.2%,.,-9.5%
Cc1c(CNCCc2ccc(S(N)(=O)=O)cc2)c(C(=O)O)c(C)n1Cc1ccc(Cl)cc1,.,5.7%,.,-1.7%,-4.8%,-0.5%,.,-5.6%
CCCC[C@@H]1C[C@H]1C(NC(=O)c1cccnc1)c1ccc(Cl)cc1 (stereo not given in full),.,-0.8%,-20.8%,3.5%,-13.5%,-2.4%,-8.2%,11.9%
Cn1ccc(-c2cc(C(=O)O)c3ccccc3n2)n1,23.9%,-3.1%,15.8%,1.3%,4.8%,0.0%,3.1%,-6.3%
CN(Cc1ccccc1)C(=O)CSc1nc2cc(C(=O)N3CCC(C(N)=O)CC3)ccc2c(=O)n1-c1ccccc1,7.1%,-8.3%,9.9%,4.3%,-0.1%,-6.2%,-1.5%,-0.2%
Cc1ccccc1CN(C)CCc1ccccn1,12.8%,2.7%,-10.0%,-3.7%,3.8%,-0.9%,-6.4%,2.2%
COc1ccc(-c2cc3nc(N)cc(=O)n3[nH]2)cc1,.,4.6%,.,-1.8%,0.6%,4.1%,.,-8.0%
CCOc1cccc2cc(-c3cn4cc(C)ccc4n3)c(=O)oc12,-4.2%[46.1 µM],-3.9%,6.1%,-1.2%,-11.6%,-0.6%,-5.6%,-11.5%
CCC/C=C(\CCC)C(NS(=O)(=O)c1ccc(C(F)(F)F)cc1)c1ccc(C(=O)OC)cc1 (stereo not given),.,-1.6%,?,1.3%,-17.6%,1.3%,-3.7%,4.4%
CC(Sc1nnc(-c2ccc(O)cc2)o1)C(=O)Nc1cccc2ccccc12 (stereo not given),-17.7%[46.1 µM],-0.8%,3.5%,-0.7%,-29.6%,-0.8%,2.4%,-11.9%
CSc1nnc(-c2cc(C)on2)n1-c1ccccc1,6.6%,-5.3%,-0.3%,-0.6%,-0.5%,-2.2%,-2.4%,?
CSCC[C@H](N)C(=O)N[C@@H](CCC(=O)O)C(=O)N[C@H](C(=O)NCC(=O)N[C@@H](Cc1c[nH]c2ccccc12)C(=O)N[C@@H](Cc1ccc(O)cc1)C(=O)N[C@@H](CCCNC(=N)N)C(=O)N[C@@H](CO)C(=O)N1CCC[C@H]1C(=O)N[C@@H](Cc1ccccc1)C(=O)N[C@@H](CO)C(=O)N[C@@H](CCCNC(=N)N)C(=O)N[C@H](C(=O)N[C@H](C(=O)N[C@@H](Cc1cnc[nH]1)C(=O)N[C@@H](CC(C)C)C(=O)N[C@@H](Cc1ccc(O)cc1)C(=O)N[C@@H](CCCNC(=N)N)C(=O)N[C@@H](CC(N)=O)C(=O)NCC(=O)N[C@@H](CCCCN)C(=O)O)C(C)C)C(C)C)C(C)C,.,12.8%,2.2%,.,.,-0.8%,-4.9%,.
CN(C)CCNC(=O)c1c(CSc2ccccc2)noc1C(=O)NCc1ccccc1,15.8%,-2.5%,1.6%,1.6%,-1.8%,0.6%,9.0%,-7.8%
Cc1cc(/C=C2\SC(N)=NC2=O)c(C)n1-c1ccccc1,-11.8%[46.1 µM],-7.8%,-24.4%,-1.0%,-21.0%,-1.3%,-1.3%,-0.5%
CCC(=O)N1CCc2cc(S(=O)(=O)N(C)c3cccc(C)c3)ccc21,.,-8.2%,.,-4.5%,-1.8%,-2.0%,.,-11.5%
CCC1CCCCN1C(=O)c1ccc(OC2CCN(C(=O)C3CC3)CC2)cc1 (stereo not given),-6.8%,-1.3%,5.7%,1.1%,-15.6%,-0.3%,3.6%,-9.0%
CCOC(=O)c1ccoc1CSCc1ccc(C(=O)OC)o1,-10.2%[46.1 µM],-8.5%,-0.8%,2.0%,-27.7%,-3.7%,7.7%,?
CCCCCCCCCc1nc(N)n[nH]1,-4.9%[46.1 µM],2.5%,3.1%,-1.9%,-8.9%,-1.6%,2.5%,-2.1%
CCC(C(=O)N1CCN(C(=O)c2ccco2)CC1)c1ccccc1 (stereo not given),-0.5%[46.1 µM],-4.9%,3.2%,-0.1%,-4.5%,-3.3%,-22.7%,6.3%
O=C(O)CCn1ccc2cc(S(=O)(=O)N3CCCCC3)ccc21,.,6.1%,.,13.4%,2.0%,-1.7%,.,-4.0%
CN1C=CC(=C2C=CN(C)C=C2)C=C1,.,-2.7%,16.7%,.,.,-25.0%,-7.9%,.
Cc1nn(-c2ccc(Cl)cc2Cl)c(=O)c2ccccc12,-19.7%[46.1 µM],-9.1%,5.9%,2.0%,0.4%,-0.3%,-5.7%,0.9%
S=C(NCCc1ccccc1)N1CCN(Cc2ccc(Cl)c(Cl)c2)CC1,0.7%[46.1 µM],-0.7%,9.3%,0.0%,-25.4%,-2.2%,2.0%,?
O=C(CCN1C(=O)c2ccccc2C1=O)Nc1cc(F)ccc1F,-10.7%[46.1 µM],0.1%,0.1%,0.8%,-7.9%,0.5%,2.2%,-5.4%
CCOC(=O)C1CCCN(C(=O)c2cc(-c3ccc(C)cc3)nc3ccccc23)C1 (stereo not given),?,4.6%,-1.3%,-1.4%,-8.4%,0.7%,3.3%,-1.1%
CCCC(C(=O)O)N1C(=O)/C(=C2\C(=O)N(C)c3ccccc32)SC1=S (stereo not given),-18.9%[46.1 µM],-2.7%,-1.8%,-0.9%,-24.9%,-2.9%,1.7%,-8.9%
COC(=O)c1nn(-c2ccc(OC)cc2)c(=O)cc1O,7.5%,-1.6%,9.1%,0.0%,1.2%,-7.3%,-24.8%,-8.3%
COc1ccccc1NC(=O)CSc1nnc(-c2ccccn2)n1Cc1ccco1,-17.7%[46.1 µM],-15.8%,-14.0%,-2.0%,-10.9%,2.9%,1.1%,-9.0%
COc1ccc(/C=C2/S/C(=N/N=C3\CC4CCC3(C)C4(C)C)NC2=O)cc1 (stereo not given),4.9%[46.1 µM],2.6%,1.9%,-0.9%,-24.1%,-3.0%,8.9%,-6.1%
CC(C)(C)NC(=O)C(c1ccco1)N(C(=O)c1csnn1)c1ccccc1 (stereo not given),-11.6%[46.1 µM],-3.5%,-3.4%,2.9%,-0.6%,-0.5%,-3.5%,1.7%
Cc1ccc(NC(=O)CC2NCCNC2=O)cc1 (stereo not given),-6.8%[46.1 µM],-6.7%,6.9%,0.0%,-5.8%,-0.8%,-1.0%,-4.8%
Cc1nn(-c2ccccc2)c(C)c1/C=C/C(=O)OCC(=O)NC1CCS(=O)(=O)C1 (stereo not given),9.4%,-6.2%,-3.5%,-0.2%,-7.9%,-0.8%,5.0%,-1.4%
COc1ccc(NC(=O)C(c2ccc(C)cc2)N(C)C(=O)Cc2cccs2)cc1 (stereo not given),-10.5%,4.1%&5.4%,2.1%,-2.1%&-1.1%,?,-3.2%&-5.8%,-17.6%,?
COc1ccc(-c2nnc3n2N=C(c2ccc(OC)c(OC)c2)CS3)c(OC)c1,.,-5.3%,3.6%,.,.,-1.8%,8.6%,.
COc1ccc(C2NC(=S)NC(C)=C2C(=O)c2ccccc2)cc1OC (stereo not given),-2.0%[46.1 µM],-8.0%,-1.2%,1.3%,-25.1%,3.7%,6.0%,-10.7%
Cc1ccc2nc3c(cc(C(=O)NCc4cccnc4)c(=N)n3C(C)C)c(=O)n2c1,-5.9%[46.1 µM],-9.5%,2.3%,-0.7%,-7.8%,-1.5%,15.9%,-2.3%

# Assay outcomes: PubChem BioAssay, National Center for Advancing Translational Sciences (NCATS)
